TrxR1 inh – blocks rat thioredoxin reductase 1; recombinant rTrxR1, NADPH fluorescence consumption, selenite substrate; Potency, µM (titrated, usually from 114 µM), for the others: at the highest dose activity change, negative = inhibition, actives largely listed as inhibitors; 390,000 compounds, 1% hits; AID 588453; note: % is set by controls: 0 for no effect and ±100 for the full control effect; nearly all actives have a fitted effect of over 65% in size
Target sequence (O89049 whole entry, looked up): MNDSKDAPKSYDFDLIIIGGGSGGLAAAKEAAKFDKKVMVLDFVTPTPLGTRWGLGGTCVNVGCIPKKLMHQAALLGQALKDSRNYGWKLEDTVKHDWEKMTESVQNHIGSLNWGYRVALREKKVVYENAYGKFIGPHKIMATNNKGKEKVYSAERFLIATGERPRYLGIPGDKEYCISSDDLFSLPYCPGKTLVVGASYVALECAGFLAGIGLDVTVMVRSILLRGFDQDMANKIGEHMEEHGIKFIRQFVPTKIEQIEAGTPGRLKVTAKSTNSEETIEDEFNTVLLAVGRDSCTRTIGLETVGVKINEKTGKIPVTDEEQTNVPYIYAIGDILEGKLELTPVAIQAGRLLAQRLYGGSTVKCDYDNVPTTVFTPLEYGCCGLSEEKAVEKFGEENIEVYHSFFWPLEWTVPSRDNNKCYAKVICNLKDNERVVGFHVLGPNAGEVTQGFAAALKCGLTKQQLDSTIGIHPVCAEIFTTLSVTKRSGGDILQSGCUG
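Rat TrxR1 (90 nM in the dispensed reagent) was pre-reduced with 400 uM NADPH for 5 min at room temperature, then incubated with compound for 15 min. After 400 uM selenite was added, NADPH fluorescence (Ex 340/Em 450 nm) was followed for 8 min.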
TrxR1 substrate – is turned over as a substrate by rat TrxR1 | purified TrxR1 substrate turnover, NADPH consumption readout | 390,000 compounds, 0.01% hits | AID 588456 | O89049 | Potency, µM (top dose mostly 114 µM), inactives show at the highest dose activity change, negative = substrate turnover; note: % is set by controls: 0 for no effect and ±100 for the full control effect; nearly all actives have a fitted effect of over 50% in size
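Rat TrxR1, dispensed at 90 nM, was prereduced with 400 uM NADPH (final) for 5 min at ~22 deg C, then incubated with compound 15 min before 400 uM selenite. A first-read NADPH fluorescence drop versus no-compound background flagged substrates.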
mIDH1 inhibitor – blocks human mutant IDH1 R132H enzyme | IDH1-R132H enzyme, NADPH consumption, diaphorase/resazurin fluorescence | 390,000 compounds, 0.093% hits | O75874 | Potency, µM (highest dose often 76.6 µM), for the others: at the highest dose activity change, negative = inhibition, hits mostly inhibitors; note: % is set by controls: 0 for no effect and ±100 for the full control effect; nearly all actives have a fitted effect of over 65% in size
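IDH1-R132H (0.5 ug/mL dispensed) in pH 7.5 Tris buffer was preincubated 30 min with compound, then given a substrate mix of 0.016 mM NADPH and 2 mM alpha-KG for 80 min at room temperature; remaining NADPH was read by diaphorase/resazurin fluorescence.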
Vif-APOBEC3F blk – inhibitors of Vif-A3F interaction. AID 602313. HeLa A3F-eYFP + Vif (tagged APOBEC3F with the HIV-1 protein that degrades it), YFP fluorescence increase. 390,000 compounds, 0.2% hits. Potency, µM (highest dose often 46.1 µM), for inactives: top-dose activity, negative = active; note: % of control where 0% means no effect; nearly all actives have a fitted effect of over 65% in size
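HeLa cells stably expressing Vif plus C-terminally eYFP-tagged A3F were seeded, incubated overnight at 37 deg C, dosed with compound, incubated overnight again at 37 deg C. Yellow fluorescence (Ex 488/Em 500-530) reported blocked Vif-mediated A3F-eYFP degradation.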
RGS4 inh – blocks human RGS4-accelerated GTP hydrolysis. 390,000 compounds, 0.039% hits. AID 504845. P49798. Potency, µM (doses to about 114 µM), without a hit: at the highest dose activity change, negative = inhibition, usual class: inhibitors. Transcreener GDP fluorescence polarization, RGS4-accelerated GTP hydrolysis; note: % is set by controls: 0 for no effect and ±100 for the full control effect; nearly all actives have a fitted effect of over 75% in size; some results filed as inactive show a strong effect at the top dose
Target sequence (P49798 whole entry, looked up): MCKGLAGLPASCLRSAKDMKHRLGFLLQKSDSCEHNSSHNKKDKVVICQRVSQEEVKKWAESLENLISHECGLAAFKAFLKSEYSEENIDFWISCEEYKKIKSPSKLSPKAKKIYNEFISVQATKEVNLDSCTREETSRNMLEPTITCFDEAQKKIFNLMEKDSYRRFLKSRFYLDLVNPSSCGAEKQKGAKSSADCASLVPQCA
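MLSMR compounds (23 nl, pin-transferred) preincubated 10 min at room temperature with a 500nM (2x) first reagent, then RGS4 at 900nM (2x) plus Transcreener GDP mix added; fluorescence polarization (620/688 nm) read before and after 90 min at 30 °C.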
RXFP1 ag – agonists of human relaxin receptor RXFP1; Q9HBX9; HEK293T-RXFP1 cAMP TR-FRET, 30 min; response scale: percent of porcine relaxin response, buffer zero; Potency, µM (top dose mostly 57.5 µM), for the others: top-dose activation, most hits filed as activators; 370,000 compounds, 0.3% hits; note: % is set by controls: 0 for no effect and ±100 for the full control effect; nearly all actives have a fitted effect of over 60% in size; many of its hits are not listed in these tables
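Agonist response is measured as cAMP accumulation in an RXFP1-transfected HEK293T line under PDE4 inhibition. Values are scaled between buffer-only and 29 nM porcine relaxin, and EC50s come from standard Hill equation fits.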
12-LOX inh – ALOX12 (human) lipoxygenase inhibition; 580,000 compounds, 1.1% hits; purified 12hLO, xylenol orange hydroperoxide absorbance; Potency, µM (doses to about 108 µM), for the others: at the highest dose activity change, negative = inhibition, most hits filed as inhibitors; P18054; note: % is set by controls: 0 for no effect and ±100 for the full control effect
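Purified human 12hLO (150 nM final) in 25 mM Hepes, 0.01% Triton X-100, pH 7.0 was preincubated 15 min at room temperature with compound. Then 40 uM arachidonic acid was added, 30 min. Hydroperoxide was read by Fe-XO absorbance ratio 573/405 nm.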
Vif-A3G inh – Vif-A3G binding inhibition; HeLa A3G-eYFP + Vif (tagged APOBEC3G with the HIV-1 protein that degrades it), YFP fluorescence, overnight; Potency, µM (titrated, usually from 46.1 µM), for inactives: at the highest dose activity, negative = active, actives largely listed as inhibitors; Q9HC16; 410,000 compounds, 0.076% hits;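 note: % is set by controls: 0 for no effect and ±100 for the full control effect; nearly all actives have a fitted effect of over 60% in size; hits raise eYFP signal because A3G escapes Vif-driven loss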
Target sequence (Q9HC16 whole entry, looked up): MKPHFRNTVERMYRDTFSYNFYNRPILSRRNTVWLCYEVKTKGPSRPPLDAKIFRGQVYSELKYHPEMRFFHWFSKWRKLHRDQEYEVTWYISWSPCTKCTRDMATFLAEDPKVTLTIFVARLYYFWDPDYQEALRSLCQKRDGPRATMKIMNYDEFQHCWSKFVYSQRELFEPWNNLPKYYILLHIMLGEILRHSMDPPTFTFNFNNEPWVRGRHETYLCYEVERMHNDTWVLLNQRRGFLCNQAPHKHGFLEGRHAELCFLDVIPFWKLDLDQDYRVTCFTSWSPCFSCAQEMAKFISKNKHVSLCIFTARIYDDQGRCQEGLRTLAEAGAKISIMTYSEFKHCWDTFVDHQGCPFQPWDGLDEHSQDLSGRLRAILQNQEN
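HeLa cells stably expressing Vif and C-terminally eYFP-tagged A3G, seeded overnight at 37 deg C, then exposed to compound by pintool overnight at 37 deg C. Rise in yellow fluorescence (Ex 488/Em 500-530, Acumen) marks blocked Vif-driven A3G degradation.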
USP1 inh – inhibitors of human USP1/UAF1 deubiquitinase | recombinant USP1/UAF1, Ub-Rhodamine cleavage fluorescence | AID 743255 | Potency, µM (titrated, usually from 57.1 µM), without a hit: at the highest dose activity change, negative = inhibition, usual class: inhibitors | 390,000 compounds, 0.23% hits | O94782; note: % is set by controls: 0 for no effect and ±100 for the full control effect; nearly all actives have a fitted effect of over 60% in size; inactives centre near -12
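USP1/UAF1 complex at 1 nM was preincubated with compound for 15 min at room temperature, then Ub-Rho substrate (150nM final) was added. Fluorescence (480/540 nm) was read kinetically, 6 reads every 60 seconds.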
Active calls of the source: *; i = inactive; ? = inconclusive; . = no result given; [ ] = another dose, or the depositor's remark. Calls come from the whole dose curve; as a rule, active = well fitted curve in the direction sought with a large enough effect; inconclusive = small, poorly fitted or top-dose-only effect, or another doubt; inactive = no such curve, though single readings can be large; an effect the other way counts as inactive or inconclusive. Potency is the fitted concentration of half-maximal effect. These rows are one share of the data; the hit share may differ from the screen's.

#	Molecule	TrxR1 inh	TrxR1 substrate	mIDH1 inhibitor	Vif-APOBEC3F blk	RGS4 inh
1	O=C(c1ccc(C(=O)N2CCOCC2)nc1)N1CCOCC1	12%	8%	8%	-11%	-32%
2	COc1cccc(OC)c1OCCCOc1c(OC)cccc1OC	1%	-7%	4%	1%	-13%
3	CC(=O)c1cnc(Oc2cc(Cl)ccc2Cl)nc1C	-21%	-8%	15%	-14%	2%
4	COc1ccc(OCC(O)CN2CCCCCC2)cc1 (stereo not given)	16%	7%	2%	8%	26%
5	CC(C)n1ncc2c(C(=O)O)cc(C3CC3)nc21	22%[57.1 µM]	13%[57.1 µM]	10%	4%	-48%[56.9 µM]
6	C=CCOc1ccc(C2c3c(oc4ccccc4c3=O)C(=O)N2CCCN2CCOCC2)cc1 (stereo not given)	?	8%	1%	6%	-11%
7	Cc1ccc(-c2nc(-c3cccnc3)no2)cc1	8%	8%	0%	1%	-27%
8	COC(=O)c1c(C)oc2ccc(N(C(=O)c3ccncc3)S(=O)(=O)c3c(C)cc(C)cc3C)cc12	3%	0%	1%	2%	4%

#	RXFP1 ag	12-LOX inh	Vif-A3G inh	USP1 inh
1	-0.7%	?	0%	-13%
2	1.0%	3%[57.4 µM]	0%	-8%
3	1.1%	83%[activator]	4%	-14%
4	1.8%	?	-7%	-11%
5	1.5%	0%	-1%	-22%
6	1.9%	?	-4%	-3%
7	4.0%	2%	-1%	-8%
8	1.9%	-7%	10%	-5%

(further entries)
#	Molecule	TrxR1 inh	TrxR1 substrate	mIDH1 inhibitor	Vif-APOBEC3F blk	RGS4 inh
9	Cc1cc(NC(=O)CSc2nnc(N)s2)c([N+](=O)[O-])cc1C	-6%[57.1 µM]	1%[57.1 µM]	0%	-9%	-10%
10	CCc1ccc(/C=C2/SC(=S)N(CCCC(=O)Nc3cccc(C(=O)O)c3)C2=O)cc1	.	.	-5%	-3%	.
11	Cc1[nH]c(C)c(S(=O)(=O)N2CCN(c3ccccc3)CC2)c1C(=O)N1CCCC1	8%	4%	-2%	0%	-1%[11.4 µM]
12	CCc1nc2sc3c(c2c(=O)n1NC(=O)CCl)CCCC3	-28%	-1%	5%	0%	-4%
13	CC(=O)c1ccc(N2CCN(C(=O)c3cc4ccc5cccnc5c4[nH]3)CC2)cc1	-2%	-5%	15%	-9%	14%
14	CCCCOC(=O)Nc1nnc(CCOCC)s1	38%[activator]	16%	6%	11%	-13%
15	O=C(CS(=O)(=O)Cc1ccccc1)Nc1nc2c(s1)CCCC2	-5%	-4%	1%	4%	1%[11.4 µM]
16	COC(=O)c1cc([N+](=O)[O-])c(-n2ccnc2)c([N+](=O)[O-])c1	?	-11%	4%	1%	-22%

#	RXFP1 ag	12-LOX inh	Vif-A3G inh	USP1 inh
9	1.1%	6%	0%	-3%
10	.	?	-9%	-23%
11	1.5%	26%	6%	-18%
12	-1.1%	0%	?	-8%
13	-1.6%	-6%	5%	-16%
14	1.4%	0%	0%	-8%
15	0.4%	?	2%	-25%
16	1.0%	-7%	0%	-7%

Numbers 3–4 from above:
#	Molecule	TrxR1 inh	TrxR1 substrate	mIDH1 inhibitor	Vif-APOBEC3F blk	RGS4 inh
3	CC(=O)c1cnc(Oc2cc(Cl)ccc2Cl)nc1C	-21%	-8%	15%	-14%	2%
4	COc1ccc(OCC(O)CN2CCCCCC2)cc1 (stereo not given)	16%	7%	2%	8%	26%

#	RXFP1 ag	12-LOX inh	Vif-A3G inh	USP1 inh
3	1.1%	83%[activator]	4%	-14%
4	1.8%	?	-7%	-11%

Sorted by the number under mIDH1 inhibitor (largest number first): some entries from above
cpd	Structure	mIDH1 inhibitor
13	CC(=O)c1ccc(N2CCN(C(=O)c3cc4ccc5cccnc5c4[nH]3)CC2)cc1	15%
12	CCc1nc2sc3c(c2c(=O)n1NC(=O)CCl)CCCC3	5%
16	COC(=O)c1cc([N+](=O)[O-])c(-n2ccnc2)c([N+](=O)[O-])c1	4%
15	O=C(CS(=O)(=O)Cc1ccccc1)Nc1nc2c(s1)CCCC2	1%
11	Cc1[nH]c(C)c(S(=O)(=O)N2CCN(c3ccccc3)CC2)c1C(=O)N1CCCC1	-2%

More compounds:
#	Molecule	TrxR1 inh	TrxR1 substrate	mIDH1 inhibitor	Vif-APOBEC3F blk	RGS4 inh
17	COC(=O)COc1cccc2c(=O)n(CC(=O)NCCc3ccc(OC)c(OC)c3)ccc12	7%[57.1 µM]	4%[57.1 µM]	-2%	4%	-4%
18	O=C(NCCC1CCCCN1S(=O)(=O)c1ccccc1)C(=O)Nc1ccc(F)cc1 (stereo not given)	4%	-3%	2%	-14%	-10%
19	O=C(NCCCN1CCCC1=O)C1CCN(S(=O)(=O)c2ccc(Cl)cc2)CC1	14%	3%	20%	11%	-14%
20	COc1cccc(NC(=S)Nc2cccnc2)c1	?	-12%	2%	3%	-41%
21	CN(Cc1nccs1)C(=O)c1ccc2nc(Cc3ccccc3F)oc2c1	10%	2%	-8%	-11%	20%
22	C=C(C)COc1cc2oc(=O)c(CC(=O)N3C[C@H]4C[C@@H](C3)c3cccc(=O)n3C4)c(C)c2cc1Cl	?	144%[activator]	-11%	-2%	-12%
23	CCC(=O)c1ccc(OCC(=O)OCC(=O)N2c3ccccc3CC2C)cc1 (stereo not given)	-5%[57.1 µM]	-4%[57.1 µM]	7%	-9%	-6%
24	CCCC12CN3CC(C)(CN(C1)C3c1ccc([N+](=O)[O-])o1)C2=O (stereo not given)	5%[57.1 µM]	3%[57.1 µM]	9%	3%	-49%

#	RXFP1 ag	12-LOX inh	Vif-A3G inh	USP1 inh
17	1.8%	-9%	2%	-18%
18	-0.3%	37%[activator]	-11%	-20%
19	-0.4%	i	6%	-16%
20	1.7%	-3%	1%	-4%
21	-2.5%	i	2%	-11%
22	5.2%	-11%	-1%	?
23	-0.5%	?	0%	-14%
24	3.0%	-10%	1%	-3%

(cont.)
#	Molecule	TrxR1 inh	TrxR1 substrate	mIDH1 inhibitor	Vif-APOBEC3F blk	RGS4 inh
25	CC1Cc2ccccc2N1S(=O)(=O)c1nnc(NC(=O)c2ccccc2Br)s1 (stereo not given)	25%	6%	1%	-5%	5%
26	O[C@@H]1CN(C2CCN(Cc3ccccc3)CC2)CC[C@H]1N1CCCCCC1	-17%	4%	0%	0%	-30%
27	COc1ccc(CN2CCN(C(=O)c3ccc(S(=O)(=O)NCc4ccco4)cc3)CC2)cc1	-20%	-13%	-2%	-14%	1%
28	CC(OC(=O)c1cccs1)C(=O)NC1CC1 (stereo not given)	-9%	-4%	-5%	7%	-8%
29	CN(c1ccccc1)S(=O)(=O)c1cccc(C(=O)NNC(=O)c2ccncc2)c1	-5%	-6%	5%	3%	-14%
30	C=CCC[C@H](Cc1ccc(F)cc1)C(=O)OC[C@@H](NC(=O)[C@H](CC=C)CC(=O)NCCO)c1ccccc1	20%[57.1 µM]	-9%	0%	0%	-3%
31	COc1ccc(C(=O)NCC(C)NC(=O)c2ccc(OC)cc2)cc1 (stereo not given)	15%	-2%	-12%	13%	18%
32	Cn1nnnc1SCCCNCc1cccc(OCc2ccc(F)cc2)c1	-12%	-12%	-13%	4%	?

#	RXFP1 ag	12-LOX inh	Vif-A3G inh	USP1 inh
25	-1.7%	?	-1%	-13%
26	.	2%	-8%	-25%
27	0.4%	2%	2%	-5%
28	-1.8%	-2%	0%	-8%
29	1.2%	-13%	-3%	-22%
30	.	-3%	-3%	-20%
31	.	198%[activator]	3%	-8%
32	-1.8%	?	-1%	0%

The list continues:
#	Molecule	TrxR1 inh	TrxR1 substrate	mIDH1 inhibitor	Vif-APOBEC3F blk	RGS4 inh
33	CNC(=O)c1c(NC(=O)C2=COCCO2)sc2c1CCN(C(=O)OC)C2	?	-15%	8%	-9%	-15%
34	CCN(CC(=O)NCc1ccc(Cl)cc1)C(=O)c1oc2ccccc2c1C	23%	5%	-2%	2%	-2%
35	CCOc1ccc2nc(SCC(=O)Nc3cc(C)on3)c(C)cc2c1	16%	-1%	-4%	1%	6%
36	Cc1ccc(Nc2cc(C)nc(-c3ccccc3)n2)cc1	1%	-3%	20%	-13%	4%
37	CCOCCCn1c(SCC(=O)Nc2ccccc2CC)nc2ccccc2c1=O	12%[57.1 µM]	-1%[57.1 µM]	16%	0%	40%
38	CC(=O)Nc1ccccc1NC(=O)C/C(C)=N/NC(=O)Cc1cccc2ccccc12	8%	2%	3%	6%	21%
39	CCCNC(=O)CN1C(=O)NC(CC)(c2ccc(F)cc2)C1=O (stereo not given)	33%[activator]	11%	0%	?	26%
40	O=C(CCn1cnc2ccccc2c1=O)NCc1ccccc1	-11%[57.1 µM]	-8%[57.1 µM]	2%	6%	-15%
41	COc1cc(COCC(O)CN2CCc3ccccc3C2)cc(OC)c1OC (stereo not given)	-1%	-2%	-4%	-3%	-7%

#	RXFP1 ag	12-LOX inh	Vif-A3G inh	USP1 inh
33	4.3%	-23%	1%	-14%
34	-0.7%	6%	-1%	?
35	?	-18%	0%	-4%
36	1.4%	-9%	0%	-10%
37	-0.2%	-17%	5%	-15%
38	-0.6%	19%	3%	-16%
39	0.0%	-5%	-1%	-23%
40	8.3%	-20%	-1%	-8%
41	0.2%	3%	2%	4%

Assay outcomes deposited in PubChem by National Center for Advancing Translational Sciences (NCATS).
